# 14-3-3g Raf: modulators of 14-3-3 gamma protein binding, primary screen, biochemical, fluorescence polarization. inhibition, % at 40 µM. FP, 14-3-3gamma / TMR-pS259-Raf peptide binding. 160,000 tested, 0.19% active. 14-3-3 protein gamma (Homo sapiens), P61981. AID 422, 2006; in the data active = inhibition above about 30%;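 note: 0% = protein plus tracer without compound and 100% = blank with tracer alone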
# Target sequence (P61981 whole entry, looked up): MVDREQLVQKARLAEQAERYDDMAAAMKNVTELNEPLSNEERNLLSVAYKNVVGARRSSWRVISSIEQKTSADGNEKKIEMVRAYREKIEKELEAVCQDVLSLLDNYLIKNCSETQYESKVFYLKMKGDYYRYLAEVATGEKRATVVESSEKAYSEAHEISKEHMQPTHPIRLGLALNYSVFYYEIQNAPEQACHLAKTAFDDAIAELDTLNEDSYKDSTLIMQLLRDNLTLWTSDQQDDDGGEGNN
# Active calls of the source: *; & = joins results of further samples.
14-3-3g Raf,molecule
-7.7,CCC(C)N(C)Cc1cccc(C2(O)CCN(S(=O)(=O)c3ccc(F)cc3)CC2)c1 (stereo not given)
-1.3,Cc1cc(C)c(S(=O)(=O)n2nc(C)c(Br)c2C)c(C)c1
-7.8,COC(=O)Cn1nc(C)c2ccccc2c1=O
-1.5,CCOC(=O)C1CCN(C(=O)CN(c2ccc(OC)cc2)S(=O)(=O)c2c(C)noc2C)CC1
-1.9,CCOC(=O)Cn1c2c(c(-c3ccccc3OC)cc1=O)CCCC2
4.2,CCCCCc1nc2c(=O)n(C)c3ccccc3c2o1
-4.7,O=C(Nc1ccc(F)c(Cl)c1)c1ccc2c(=O)n3c(nc2c1)CCCCC3
-6.1,CCC(=O)Nc1cc(C(C)(C)C)ccc1C(C)=O
2.2,O=S(=O)(NCC(c1cccnc1)N1CCOCC1)c1cccs1 (stereo not given)
-1.8,Cc1ccc(CCN2CC(C(=O)NCCCN3CCCC3=O)CC2=O)cc1 (stereo not given)
-3.4,CC(C)(C)n1nc2c(c1NC(=O)COc1ccccc1)CS(=O)(=O)C2
-6.8,COC(=O)CNC(=O)c1nn(-c2ccccc2OC)c(=O)c2ccccc12
5.1,O=C(OCCN1C(=O)c2ccccc2C1=O)c1ccc([N+](=O)[O-])cc1
3.7,O=C(O)CCn1c(-c2ccccc2)cc2c1CCCC2=O
-5.6,COc1ccc(OC)c(NC(=O)C2=C(C)NC(=O)NC2c2ccc(Br)cc2)c1 (stereo not given)
-11.5,Cc1ccc(C2Nc3ccc(C(=O)c4ccccc4)cc3NC3=C2C(=O)CCC3)o1 (stereo not given)
0.0,CC1=NCCN1S(=O)(=O)c1ccc(Br)cc1
-7.1,O=C(NCC1CCCO1)c1ccc2c(c1)N(Cc1ccc(Cl)cc1)C(=O)CS2 (stereo not given)
-11.6,CCOC(=O)N1CCC(NC(=O)C(Cc2ccccc2)NC(=O)c2ccco2)CC1 (stereo not given)
-7.4,COc1cc2c(cc1OC)C(COc1cc(C)cc(C)c1)N(C(=O)c1ccccc1)CC2 (stereo not given)
-0.1,O=C(NCCc1ccccc1)c1ccc(N2CC3CC(C2)c2cccc(=O)n2C3)c(NS(=O)(=O)c2ccc3c(c2)OCCO3)c1 (stereo not given)
-1.5,COc1cc(NS(=O)(=O)c2ccc(Nc3nc(-c4ccc(C(C)C)cc4)cs3)cc2)nc(OC)n1
7.2,CCOCCCNC(=O)c1c(C)c(C(=O)OCC)n(C)c1C
6.0,O=P(Cc1nnco1)(c1ccccc1)c1ccccc1
-6.1&-8.9,CCc1ccc(NS(=O)(=O)c2ccc3[nH]cc(C(=O)NCC4CCCO4)c(=O)c3c2)cc1 (stereo not given)
-11.8,COc1ccc(C2CC(=O)n3nc(C45CC6CC(CC(C6)C4)C5)nc3S2)cc1OC (stereo not given)
4.3,CCC(=O)c1ccc(OCC(O)Cn2c(C)nc3ccccc32)cc1 (stereo not given)
-6.2,Cc1nc2c3ccccc3nc(SCC(=O)c3ccc(Cl)cc3)n2n1
-4.0,Cc1ccc(S(=O)(=O)N2CCCC(C(=O)NCCc3ccc4c(c3)OCO4)C2)cc1 (stereo not given)
-120.0,Ic1ccc2c(c1)C1C=CCC1C(c1ccncc1)N2 (stereo not given)
-1.1,COc1cccc(C2=CC(c3ccc(OC(F)F)cc3)n3ncnc3N2)c1 (stereo not given)
-3.6,O=C(CCN1CCN(c2ccc(F)cc2)CC1)Nc1ccccc1F
2.5,COC(=O)[C@H]1CCCN1C(=O)Nc1cccc(Oc2c(F)c(F)c(F)c(F)c2F)c1
4.0,CCOC(=O)C1=CN(C)C=C(C(=O)OCC)C1c1ccc(C(F)(F)F)cc1
-5.9,Nc1c(C(=O)OCC2CCCO2)c2nc3ccccc3nc2n1-c1ccc2c(c1)OCCO2 (stereo not given)
3.6,O=C1CC(N2CCN(c3ccc(F)cc3)CC2)C(=O)N1Cc1ccc(N2CCCC2=O)cc1 (stereo not given)
-3.0,O=C(COc1ccccc1F)c1ccc(O)cc1O
-0.9,Cc1ccc(Cn2nc(C)c(NC(=O)CCS(=O)(=O)c3nc(-c4ccc5c(c4)OCO5)cc(C(F)(F)F)n3)c2C)cc1
-17.7,COC(=O)c1c(NC(=O)c2cccc(C(F)(F)F)c2)sc2c1CCCCC2
-2.6,COc1ccc(-c2nn(-c3ccccc3)cc2C(=O)Nc2ccc(C)cc2)cc1OC
-61.9,Cc1c(C(=O)OC(C)C)sc(NC(=O)C2c3ccccc3Oc3ccccc32)c1C#N
-6.9,O=c1c2cc(N3CCOCC3)ccc2[nH]c(=S)n1CCc1ccc(Cl)cc1
-81.8,CCOC(=O)C1Nc2ccc(C(=O)O)cc2C2C=CCC12 (stereo not given)
-6.0,CCn1c(=N)c(C(=O)NCc2cccnc2)cc2c(=O)n3cccc(C)c3nc21
8.8,COc1ccc(-c2nnc(SCC(=O)NC3CC3)n2-c2ccccc2)cc1
-1.2,O=C(COc1ccc(Cl)cc1)NCCC12CC3CC(CC(C3)C1)C2
-2.2,c1ccc(-n2c(-c3ccncc3)nnc2N2CCOCC2)cc1
-10.9,Cn1c(Cc2ccccc2)nnc1SCCC(=O)Nc1ccccc1
-0.6,CCOCCCNC(=O)C1CCC(=O)N1Cc1ccc(C)cc1 (stereo not given)
-4.1,CCOC(=O)N1CCN(C(=O)CS(=O)Cc2nc(-c3cccc(C)c3)oc2C)CC1 (stereo not given)

# Remaining list, next part:
14-3-3g Raf,molecule
-5.2,Cc1ccc(N2C(=O)Nc3ccc(Br)cc3C2(O)C(=O)NC2CCCCC2)cc1C (stereo not given)
-13.2,CCCCOc1nnc(-c2ccc(OC)cc2)c2ccccc12
0.9,O=C(c1ccc(Cl)cc1)N1N=C(C(F)(F)F)CC1(O)c1cccnc1 (stereo not given)
-5.5&5.0,O=c1[nH]c2ccccc2n1CCCOc1ccccc1
4.8,COc1cccc(CNCCOCCO)c1OC
47.0*,CC(C)C1=CC23CCC4C(C)(C(=O)O)CCCC4(C)C2CC1C1C(=O)OC(=O)C13 (stereo not given)
-13.9,CSc1cccc(NS(=O)(=O)c2ccc3[nH]cc(C(=O)NCCc4ccc(C)cc4)c(=O)c3c2)c1
-63.7,Cc1ccc2oc(-c3ccc(NC(=O)CCn4c(=S)oc5ccccc54)cc3O)nc2c1
-0.5,Cc1ccc(S(=O)(=O)NCC(c2ccccc2)N2CCN(CCC#N)CC2)cc1 (stereo not given)
-10.5,CC(C)CNC(=O)CN(Cc1ccc(Br)cc1)S(=O)(=O)c1ccccc1

# A draw from above in order of heavy-atom count, smallest number first.
14-3-3g Raf,molecule
-5.5&5.0,O=c1[nH]c2ccccc2n1CCCOc1ccccc1
0.9,O=C(c1ccc(Cl)cc1)N1N=C(C(F)(F)F)CC1(O)c1cccnc1 (stereo not given)
-0.5,Cc1ccc(S(=O)(=O)NCC(c2ccccc2)N2CCN(CCC#N)CC2)cc1 (stereo not given)
-5.2,Cc1ccc(N2C(=O)Nc3ccc(Br)cc3C2(O)C(=O)NC2CCCCC2)cc1C (stereo not given)
-63.7,Cc1ccc2oc(-c3ccc(NC(=O)CCn4c(=S)oc5ccccc54)cc3O)nc2c1
-13.9,CSc1cccc(NS(=O)(=O)c2ccc3[nH]cc(C(=O)NCCc4ccc(C)cc4)c(=O)c3c2)c1

# The list continues.
14-3-3g Raf,molecule
4.4,C=CCOc1ccc(C2C3=C(CCCC3=O)N(C)C3=C2C(=O)CCC3)cc1
-1.5,CCSc1nnc2c(n1)OC(c1cc(Cl)cc(OC)c1OC)N(C(=O)CC)c1ccccc1-2 (stereo not given)
-8.4,N=c1c(C(=O)NC2CCCCC2)cc2c(=O)n3ccccc3nc2n1CCN1CCOCC1
-27.7,CC(=O)c1cccc(NC(=O)c2[nH]c(C)c(C(C)=O)c2C)c1
-12.1,COCCOC(=O)c1c(C)nc(SCC(=O)Nc2ccc(OC)cc2)c(C#N)c1-c1ccco1
1.8,COc1ccc(-c2noc(-c3ccco3)n2)cc1
-6.2,COc1ccc(/C(O)=C2\C(=O)C(=O)N(CCc3ccccc3)C2c2ccc(OC)cc2)cc1 (stereo not given)
-17.8,O=C1CC(c2ccccc2)CC(O)=C1C=NCCN1CCOCC1 (stereo not given)
1.3,COc1ccc(-c2nnc(CSc3nc4ccccc4c(=O)n3CC(C)C)o2)cc1OC
6.3&-5.8,CNc1nnc(-c2cc3ccccc3oc2=O)s1

# An excerpt of these results, with each value named:
N=c1c(C(=O)NC2CCCCC2)cc2c(=O)n3ccccc3nc2n1CCN1CCOCC1
  14-3-3g Raf: -8.4
CC(=O)c1cccc(NC(=O)c2[nH]c(C)c(C(C)=O)c2C)c1
  14-3-3g Raf: -27.7
CCSc1nnc2c(n1)OC(c1cc(Cl)cc(OC)c1OC)N(C(=O)CC)c1ccccc1-2 (stereo not given)
  14-3-3g Raf: -1.5
COc1ccc(-c2noc(-c3ccco3)n2)cc1
  14-3-3g Raf: 1.8

# The listing continues.
14-3-3g Raf,molecule
0.8,COc1ccc(/C(O)=C2\C(=O)C(=O)N(c3cccc(C(=O)O)c3)C2c2ccccc2)cc1 (stereo not given)
-1.8,CC(=O)c1cc(NC(=O)CCn2c(=S)oc3ccccc32)c2c(c1)OCO2
4.9,Cc1cc(N2CCN(c3cccc(C(F)(F)F)c3)CC2)n2nc(C)nc2n1
6.4,Cc1ccc2cccc(NC(=O)C(F)(F)F)c2n1
-16.4,C[n+]1ccccc1C=C1Sc2ccccc2N1CCO
-29.9,CC(C)c1ccccc1NC(=O)c1cnccn1
5.1,CCOc1ccc(NC(=O)C2CC(=O)N(c3ccc(CC)cc3)C2)cc1 (stereo not given)
-4.7,CCOC(=O)N1CCC2(O)CCCCC2C1c1ccc(F)cc1 (stereo not given)
-14.7,O=C(CSC1=Nc2ccccc2C2=NC(Cc3ccccc3)C(=O)N12)c1ccccc1 (stereo not given)
-4.8,O=S(=O)(Nc1nc2ccccc2nc1NCc1ccco1)c1ccc(Cl)cc1
-3.1,Cc1ccc(NC(=O)c2ccc(Cl)cc2)cc1
4.8,Nc1nonc1C(=O)NCc1ccccc1
-8.3,COc1ccccc1N1CCN(S(=O)(=O)c2ccc3c4c(cccc24)C(=O)N3)CC1
23.9,Cc1ccc(Cn2c(C)cc(=O)c3cc(NC(=O)CCC(=O)N4CCCCC4C)ccc32)cc1 (stereo not given)
-7.4,COc1ccc(C2CC(=O)C3=C(C2)NC(C)=C(C(=O)Nc2ccc(C)cc2)C3c2cccs2)cc1OC (stereo not given)
-1.4,CC1(C)Nc2ccccc2-c2c1sn(Cc1ccc(Cl)cc1)c2=S
-9.5,Nc1ccccc1S(=O)(=O)Nc1ccccc1
-5.8,CCOC(=O)c1c(NC(=O)c2nn3c(c2Br)NC(c2ccc(OC)cc2)CC3C(F)(F)F)sc2c1CCC2 (stereo not given)
-1.2,COc1ccc(C(=O)NCCCc2nc3ccccc3n2C)cc1OC
1.6,Cn1c(C(=O)N2CCN(C3CCCCC3)CC2)cc2c(=O)n(C)c3ccccc3c21
1.9,CC(C)CCSc1nnc(Cn2c(=O)sc3ccccc32)n1C
-6.2,CCOC(=O)C1=C(C)C2C3C(=O)N(c4ccccc4CC)C(=O)C3C1(C)C1C(=O)N(c3ccccc3CC)C(=O)C21 (stereo not given)
-7.4,Cc1ccc(C(=O)COC(=O)c2cc3ccccc3cc2O)cc1[N+](=O)[O-]
-4.5,C=CCSc1nnc2c(n1)OC(c1ccccc1F)N(C(C)=O)c1ccccc1-2 (stereo not given)
-18.1,COc1cc(OC)cc(C(=O)Nc2ccc3oc(-c4ccc(C)cc4)nc3c2)c1
4.7,CCOC(=O)CNC(=O)CSc1nnc(-c2cccc(OC)c2)n1CC
-2.2,COc1ccc(CC(=O)Nc2ccc(-c3noc(-c4ccccc4Br)n3)cc2)cc1
-1.8,O=C(c1cccs1)C(O)NS(=O)(=O)c1ccccc1 (stereo not given)
-12.3,O=C(Nc1ccc(-c2nc3ccc(C(=O)c4ccccc4)cc3[nH]2)cc1)c1ccc([N+](=O)[O-])cc1
-3.1,COC(=O)C1C(=O)C2=C(CC1C)Nc1ccccc1NC2c1ccc(Cl)s1 (stereo not given)
2.8,O=c1c2ccccc2c(=O)c2c1c(Nc1ccccc1)cc1oc3ccccc3[nH]c12
0.5,Cc1cc2nc(Nc3nc(C)c(Cc4ccccc4)c(=O)[nH]3)nc(C)c2cc1C
-10.9,CC1CC2(CCCCC2)Nc2ccccc21 (stereo not given)
2.0,CCc1ccc(NC(=O)Cn2nnc(C(=O)OC)c2N)cc1
3.5,CCOC(=O)c1c(NC(=O)c2ccc(S(=O)(=O)N3CCCCC3C)cc2)sc2c1CC(C)(C)NC2(C)C (stereo not given)
2.5,C=CCN1C(c2ccc(OCC)cc2)=CS/C1=C(\C#N)c1nnc2n1CCCCC2
-2.7,c1ccc(CSc2nnnn2-c2ccc3c(c2)OCCO3)nc1
-1.7&-156.8,CC(O)c1cc2c(cc1NC(=O)c1cnn3c1NC(c1ccco1)CC3C(F)(F)F)OCO2 (stereo not given)
2.3&1.7,O=C(Cn1ccc2ccccc2c1=O)N1CCN(c2cccc(Cl)c2)CC1
-14.4,Cc1ccc(C)c(N2CCN(C(=O)CCCCCn3c(=S)[nH]c4cc5c(cc4c3=O)OCO5)CC2)c1
-4.2,O=C(C1CC1)N1CCc2cc(Br)cc(S(=O)(=O)N3CCN(c4ccc(F)cc4)CC3)c21
-1.4,CCOC(=O)C1=C(C)N(C)C(=S)NC1c1ccc(OCc2ccccc2)c(OC)c1 (stereo not given)
-15.5,CC1(C)OC(=O)C(=CNc2ccc(F)cc2)C(=O)O1
-15.0,COc1cc2c(cc1OC)C(COc1ccccc1OC)N(C(=O)c1ccccc1C(F)(F)F)CC2 (stereo not given)
2.0,CC(NC(=O)C1C(=O)N(CCO)C2(C)CC1c1ccccc1O2)c1ccccc1 (stereo not given)
-10.3,CSc1ccccc1NC(=O)CCS(=O)(=O)c1nc(-c2ccc3c(c2)OCO3)cc(C(F)(F)F)n1
-20.7,O=C(Nc1ccc2ccccc2c1)c1ncn[nH]1
-5.9,COc1ccc(S(=O)(=O)Nc2ccccn2)cc1OC
-1.6,O=C(COc1ccc2ccc(=O)oc2c1)Nc1ccc2c(c1)OCCO2
-1.1,COc1cc(-c2nc3ccccc3c(=O)n2Cc2ccccc2C)cc(OC)c1OC
-1.1,CC(=O)Nc1ccc(S(=O)(=O)N2CCC(NC(=O)c3ccco3)CC2)cc1

# Assay outcomes as filed in PubChem BioAssay.

# Not all compounds are listed, so the mix of outcomes need not match the whole.
